From PubChem
CHRM5 agonist – agonists of human muscarinic M5 receptor (CHRM5) | P08912 | CHO-K1 hM5 cells, Fluo-8 calcium fluorescence; 0% DMSO wells, 100% maximal acetylcholine response | activation, % at 3 µM | 0.19% of 360,000 active;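 active = activation above the run's mean over test compounds plus 3 SD, cut at about 23% in these data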;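 also: signal is peak over basal fluorescence ratio across the kinetic read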
Target sequence (P08912 whole entry, looked up): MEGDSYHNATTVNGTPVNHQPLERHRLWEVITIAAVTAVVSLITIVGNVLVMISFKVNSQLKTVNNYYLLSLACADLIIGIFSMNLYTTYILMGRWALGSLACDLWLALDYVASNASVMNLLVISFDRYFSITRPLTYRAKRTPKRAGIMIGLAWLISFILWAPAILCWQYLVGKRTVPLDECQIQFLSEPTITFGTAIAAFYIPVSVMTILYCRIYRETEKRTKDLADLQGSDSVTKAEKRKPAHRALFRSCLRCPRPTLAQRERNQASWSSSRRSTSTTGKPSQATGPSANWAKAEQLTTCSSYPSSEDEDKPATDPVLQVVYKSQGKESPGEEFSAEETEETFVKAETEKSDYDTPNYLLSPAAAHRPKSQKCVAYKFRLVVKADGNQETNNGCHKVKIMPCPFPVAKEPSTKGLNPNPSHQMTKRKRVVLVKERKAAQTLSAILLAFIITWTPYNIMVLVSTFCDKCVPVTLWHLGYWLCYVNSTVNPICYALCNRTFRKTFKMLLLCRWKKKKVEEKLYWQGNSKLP
M5 PAM – potentiates acetylcholine response at human M5 receptor; P08912; CHO-K1 hM5, Fluo-8 calcium, ACh EC20 PAM; 0% = ACh EC20, 100% = ACh EC100; activation, % at 3 µM; 0.3% of 360,000 active; AID 624038;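 active = activation above the run cutoff, the mean activation of all test compounds plus 3 SD, cut at about 18% in these data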
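System: CHO-K1 cell line with stable human muscarinic M5 receptor expression | Also added: EC20 acetylcholine as agonist stimulus | Compound: One concentration, 3 µM final (nominal) | Timing: Fluo-8 loading 80 min at 37 °C plus 30 min room temperature | Measured by: Fluo-8 calcium dye fluorescence, kinetic read | Read-out basis: % activation, ACh-normalized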
M1 ag parental – counter-screen for M1 agonists: effect in parental CHO-K1 cells; Fluo-8 calcium fluorescence; scaled to maximal ATP response, vehicle zero; activation, % at 3 µM; 0.48% of 360,000 active; AID 602248; in the data active = activation above about 15%;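 also: untransfected CHO-K1 host cells lacking M1 receptor as counterscreen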
CHRM4 agonist – CHRM4 agonism in calcium assay | 0.14% of 360,000 active | AID 624127 | activation, % at 3 µM | CHO-K1 hM4/Gqi5, Fluo-8 calcium fluorescence; vehicle 0%, full acetylcholine response 100% | P08173;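 active = activation above the run mean over all test wells plus 3 SD, cut at about 32% in these data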;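 also: peak over basal fluorescence ratio per well then scaled between controls; 0% = DMSO wells and 100% = acetylcholine at EC100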
Target sequence (P08173 whole entry, looked up): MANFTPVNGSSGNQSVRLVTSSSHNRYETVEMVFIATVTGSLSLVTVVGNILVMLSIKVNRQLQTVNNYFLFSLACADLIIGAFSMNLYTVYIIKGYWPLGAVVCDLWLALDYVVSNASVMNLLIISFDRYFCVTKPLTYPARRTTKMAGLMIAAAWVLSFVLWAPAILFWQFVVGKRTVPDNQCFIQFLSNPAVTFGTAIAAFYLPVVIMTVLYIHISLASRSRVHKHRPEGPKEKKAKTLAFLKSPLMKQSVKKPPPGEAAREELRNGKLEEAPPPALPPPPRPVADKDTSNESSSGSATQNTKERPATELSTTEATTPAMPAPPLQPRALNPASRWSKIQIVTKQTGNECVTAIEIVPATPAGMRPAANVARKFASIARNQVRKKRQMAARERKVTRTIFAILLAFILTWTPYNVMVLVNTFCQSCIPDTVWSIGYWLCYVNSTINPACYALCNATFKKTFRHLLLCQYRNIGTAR
M5 antag – blocks acetylcholine activation of human M5 receptor. CHO-hM5 cells, Fluo-8 calcium fluorescence, ACh EC80. inhibition, % at 3 µM. 0.59% of 360,000 active. AID 624040;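 active = inhibition above a per-plate cutoff, the mean of that plate's test compounds plus 3 SD, cut at about 27% in these data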;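 also: 0% = acetylcholine EC80 with DMSO and 100% = DMSO without agonist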
CHO-K1 Ca antag – nonselective inhibitor or artifact in parental CHO-K1 cells. ATP-induced calcium, Fluo-8 fluorescence. inhibition, % at 3 µM. 0.6% of 360,000 active. AID 602250;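 active = inhibition above a per-plate cutoff, the plate's mean sample inhibition plus 3 SD, cut at about 24% in these data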;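 also: 0% = DMSO plus EC80 ATP and 100% = DMSO alone without ATP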
CHO-K1 Ca PAM – M1 PAM counterscreen hit in parental CHO-K1 cells. ATP EC20, Fluo-8 calcium fluorescence; 0% at ATP EC20, 100% at ATP max. activation, % at 3 µM. 0.02% of 360,000 active. AID 602247;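 active = activation above the run cutoff, the mean activation of all test compounds plus 3 SD, cut at about 40% in these data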;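 also: peak over basal fluorescence ratio in a 140 s read after ATP addition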
M4 antag – blocks acetylcholine activation of human M4 receptor; AID 624125; inhibition, % at 3 µM; 0.73% of 360,000 active; CHO-hM4 cells, ACh EC80, Fluo-8 calcium fluorescence;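 active = inhibition above its plate's cutoff, the mean inhibition of sample wells plus 3 SD, cut at about 27% in these data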;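 also: 0% = acetylcholine EC80 with DMSO and 100% = DMSO without agonist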
CHRM4 PAM – potentiates acetylcholine response at human M4 receptor; 0.4% of 360,000 active; activation, % at 3 µM; CHO-K1 hM4/Gqi5, Fluo-8 calcium fluorescence, ACh EC20; 0% = ACh EC20, 100% = maximal ACh; AID 624126; P08173;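 active = activation above its plate's cutoff, the mean activation of sample wells plus 3 SD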; also: some results filed as inactive read as strong as hits
Numbers without * were called inactive.

SMILES	CHRM5 agonist	M5 PAM	M1 ag parental	CHRM4 agonist	M5 antag	CHO-K1 Ca antag	CHO-K1 Ca PAM	M4 antag	CHRM4 PAM
O=C(Nc1ccc(S(=O)(=O)NCCc2ccccc2)cc1)c1ccc(Br)o1	0.6	1.4	-0.3	5.1	-2.1	22.1	-1.3	14.3	-10.7
COc1ccc(CNC(=S)Nc2ccccc2C)cc1	-3.1	0.1	0.4	0.9	1.4	-12.3	12.1	6.0	6.5
COc1ccccc1-n1c(SCC(=O)NC2CCCC2)nc2cccnc21	-5.3	-2.4	0.4	0.5	-3.8	1.1	8.8	-1.7	-0.6
Cc1ccccc1NC(=O)COC(=O)CCc1c[nH]c2ccccc12	2.0	-3.2	2.6	1.9	2.9	15.3	-22.9	0.1	11.3
CCC1C(=O)N=C(SCC(=O)Nc2ccc(C)cc2)N(c2ccccc2)C1=O (stereo unspecified)	-0.5	7.2	0.0	2.2	-21.3	-16.0	2.2	-5.1	8.8
CN(c1ccc(OCC(=O)OCC(=O)Nc2cccc([N+](=O)[O-])c2)cc1)S(=O)(=O)c1ccc(F)cc1	2.8	-29.0	7.5	17.8	19.6	-10.7	7.7	4.0	-20.3
O=C1CC(c2cccc([N+](=O)[O-])c2)c2cc3c(cc2N1)CCC3 (stereo unspecified)	1.9	-8.7	8.7	6.7	13.1	-5.6	12.3	3.4	-14.9
CC(C)CNC(CC(=O)Nc1cccc([N+](=O)[O-])c1)C(=O)O (stereo unspecified)	2.2	-0.6	0.1	0.7	-13.8	-0.3	-1.3	-0.3	2.7
CCOc1ncccc1C(=O)NCC(c1ccccc1)N(C)C (stereo unspecified)	-9.6	-10.7	0.4	1.0	16.9	2.2	5.4	-5.1	3.6
Cc1cc2ccccc2n1CCNC(=O)c1ccc(S(=O)(=O)N2CCCCC2)cc1	0.5	-0.4	4.1	7.5	0.3	-13.2	27.7	-16.3	5.0
CC1=CC(C)(C)N=C(NC#N)N1	6.3	3.1	0.2	1.6	0.4	-13.7	17.5	-9.3	8.7
N#CC1(NC(=O)COc2ccc(C(N)=O)cc2)CCCC1	2.4	-6.6	-0.4	2.1	3.6	-8.9	4.7	7.8	-0.7
Cc1ccn2c(Nc3ccc4c(c3)OCO4)c(-c3ccc(O)cc3)nc2c1	6.2	1.1	1.6	4.3	6.1	-11.4	18.0	2.2	-1.5
CCN(CC)S(=O)(=O)c1cccc2cc(C(=O)O)c(O)cc12	-2.8	-8.7	-0.1	1.3	-3.3	-1.2	1.9	-7.4	13.2
COc1cc(C(=O)NC(=S)Nc2ccc(Cc3ccncc3)cc2)cc(OC)c1OC	1.6	-18.0	13.4	19.9	20.8	10.7	2.9	26.0	-14.4
CC(=O)c1ccc(OC(=O)CN2C(=O)c3ccccc3C2=O)cc1	-0.9	-0.7	3.1	0.7	0.8	-11.5	5.4	-15.2	10.8
CCOc1ccccc1C(=O)NCC(=O)NCC1CCCCC1	-0.2	-5.8	2.3	-0.1	16.2	-11.4	-10.1	4.8	2.3
Oc1cccc2ccc(Nc3ccccn3)nc12	-5.1	-0.2	0.6	1.1	0.8	-0.8	14.5	0.6	13.9
CCOC(=O)c1c(C)[nH]c(C(=O)COC(=O)c2ccc(N3CCCC3=O)cc2)c1C	1.7	-6.4	-0.3	0.8	6.7	26.8*	-7.3	-0.7	-5.4
COc1ccc(C(=O)NNC(=S)Nc2ccccc2)cc1	2.3	13.8	0.0	1.4	-3.9	-15.4	23.5	-10.0	10.8
Cc1ccccc1OCC(=O)N1CCc2ccccc2C1	-6.7	-0.8	0.0	0.2	0.1	-0.6	-3.8	-0.3	-4.4
COc1cccc(CN(C)C(=O)Cc2c[nH]c3ccccc23)c1	-2.0	-10.3	1.3	3.0	17.4	-13.8	11.8	-6.8	-3.2
O=C(CN1CCN(Cc2ccc(Cl)cc2)C1=O)NCCCN1CCN(c2ccc(F)cc2)CC1	-0.3	-14.6	7.1	9.7	12.8	-0.9	6.4	7.6	-22.9
Cc1ccc(-c2nnn(CC(=O)N(C)C3CCCCC3)n2)o1	1.2	-3.1	-0.2	0.3	9.2	-4.3	15.6	1.6	-4.6
CCO[C@H]1OC(C(=O)O)=C[C@@H](c2coc3ccccc3c2=O)[C@@H]1CCCO	1.0	5.6	0.6	0.5	10.8	-10.4	9.8	1.7	-0.6
CC(C)C[C@H](NC(=O)c1nc[nH]c1C(=O)NCc1ccccc1)C(=O)OC(C)(C)C	-1.1	-0.9	-0.5	-0.1	1.5	-29.2	3.5	-10.9	8.9
Cc1cc(NC(=O)CSc2nc3ccccc3s2)no1	-1.2	-2.7	4.1	0.8	3.5	-2.1	15.7	2.8	2.7
CC(=O)N1c2ccc(S(=O)(=O)N3CCC(C(=O)NC4CCCCC4C)CC3)cc2CC1C (stereo unspecified)	1.2	-5.5	0.3	0.6	0.9	-10.0	12.3	7.2	-10.1
O=C(Cc1c[nH]c2ccccc12)NCc1ccc(Cl)cc1	-1.8	-2.9	0.4	2.8	6.8	-7.7	19.4	0.6	-3.6
Cc1ccc(NC(=O)Cc2nc(-c3c[nH]c(C(=O)N4CCCC4)c3)cs2)c(C)c1	-2.8	6.1	-0.1	0.9	-1.3	7.9	25.3	-15.9	16.2
COc1ccc(Cc2nc3ccc(C(=O)N(C)CCO)cc3o2)cc1	1.2	1.6	-0.1	0.6	2.2	3.7	-1.6	-16.1	3.2
CCOC(=O)c1sc(=S)n(CC)c1NC(=O)c1ccccc1C	-8.0	1.0	1.0	0.8	5.7	-11.1	9.0	10.2	-7.8
CCOCCCNC(=O)C(c1ccc(C)cc1)N(Cc1ccc2c(c1)OCO2)C(=O)c1ccccn1 (stereo unspecified)	5.3	-6.7	5.2	11.6	8.5	-13.0	-2.6	-2.4	-13.0
CCOC(=O)C1=C(CC)Nc2ccccc2N=C1NC(=O)c1cc(S(=O)(=O)N(C)C)ccc1Cl	1.2	-7.5	-0.1	0.7	3.8	14.8	-5.2	-10.3	8.2
O=C1C2CC=CCC2C(=O)N1Cc1nnc(-c2ccc(Cl)cc2)o1 (stereo unspecified)	-1.6	-4.7	1.2	1.1	5.4	-16.2	25.2	-6.4	6.7
Cc1cc(C)nc(SCc2nnc(SCC(=O)Nc3ncc(C)s3)n2Cc2ccco2)n1	0.8	-4.6	-0.2	-1.0	1.9	14.9	-2.3	7.5	3.0
Cc1cc2oc(=O)c(CC(=O)O)c(C)c2c2occ(C(C)(C)C)c12	-2.5	0.0	0.6	-0.1	9.1	-5.6	6.6	2.6	-1.5
O=C(CC1c2ccccc2Oc2ccccc21)Nc1ccccc1C(F)(F)F	-4.5	0.4	-0.3	-1.0	-4.7	-7.3	20.4	-4.5	-4.8
O=C(O)CCC(=O)Nc1ccc(C(=O)OC2CCCCC2)cc1	2.4	-4.0	-0.1	1.8	5.7	-12.9	5.8	-5.0	9.0
Cc1cc(NS(=O)(=O)c2ccc(NC(=O)Nc3cccc(C(F)(F)F)c3)cc2)no1	-0.4	-5.4	0.1	-0.2	23.4	-14.6	-11.6	6.0	-2.6
O=C(Nc1ccnn1C1CCN(C(=O)c2cccc(Cl)c2)CC1)C1CC1	-4.2	1.0	0.0	3.5	-8.9	7.3	11.7	-25.7	4.3
COc1ccc(OCCNS(=O)(=O)c2ccc3oc4ccccc4c3c2)cc1	-2.7	-13.7	1.3	6.4	3.0	11.6	-4.5	2.6	-9.0
OCc1cn(-c2ccccc2)nc1-c1ccc(-c2nn(-c3ccccc3)cc2CO)cc1	-2.0	-2.7	1.1	3.9	11.0	2.9	6.4	9.6	-2.7
C/C=C(\C)C(=O)Nc1cccc(C2=NOC3(C2)C[C@H](C(N)=O)N(C(=O)c2cc([N+](=O)[O-])cc([N+](=O)[O-])c2)C3)c1 (stereo partly specified)	1.8	2.8	-0.2	1.5	-4.0	-12.2	11.1	-9.5	12.2
COc1cc(OC)cc(N2CC(C)(C)C2=O)c1	-2.8	1.3	0.3	0.3	8.9	-10.6	21.2	-15.2	0.8
COC(=O)C(C)SC1=N/C(=C/c2ccc(-n3cncn3)cc2)C(=O)N1 (stereo unspecified)	-2.6	-0.7	0.8	0.4	6.9	-1.6	-11.6	-4.3	9.2
Cc1c(-n2cc(C(=O)c3cc(Br)ccc3O)cc(C#N)c2=O)c(=O)n(-c2ccccc2)n1C	2.5	-4.1	3.5	3.5	8.8	2.8	9.3	5.2	1.2
Cc1ccc(-c2nnc(SCc3nc(N)nc(Nc4ccccc4C)n3)n2N)cc1	-2.1	-4.1	-0.1	1.6	1.2	-7.5	3.7	-12.4	-5.6

Among those listed so far, these contain bromine:
SMILES	CHRM5 agonist	M5 PAM	M1 ag parental	CHRM4 agonist	M5 antag	CHO-K1 Ca antag	CHO-K1 Ca PAM	M4 antag	CHRM4 PAM
O=C(Nc1ccc(S(=O)(=O)NCCc2ccccc2)cc1)c1ccc(Br)o1	0.6	1.4	-0.3	5.1	-2.1	22.1	-1.3	14.3	-10.7
Cc1c(-n2cc(C(=O)c3cc(Br)ccc3O)cc(C#N)c2=O)c(=O)n(-c2ccccc2)n1C	2.5	-4.1	3.5	3.5	8.8	2.8	9.3	5.2	1.2

Next records
SMILES	CHRM5 agonist	M5 PAM	M1 ag parental	CHRM4 agonist	M5 antag	CHO-K1 Ca antag	CHO-K1 Ca PAM	M4 antag	CHRM4 PAM
NS(=O)(=O)c1cccc(NC(=O)CSc2ccccn2)c1	-1.9	-0.3	-0.1	2.0	-5.6	-4.9	5.0	-12.6	-7.8
Cc1nc(CNS(=O)(=O)c2ccc3ccccc3c2)cs1	2.9	-1.8	1.1	2.8	6.9	6.6	8.1	4.4	-9.5
CC1CCCCC12NC(=O)N(CC(=O)N1CCN(c3ncccn3)CC1)C2=O (stereo unspecified)	0.3	4.8	0.2	1.4	7.6	-13.3	21.0	-3.8	4.7
O=C(CN(CC(=O)N1CCOCC1)S(=O)(=O)c1ccc(Br)s1)N1CCOCC1	1.4	3.5	0.7	1.5	-3.1	13.5	8.5	1.1	7.5
CCOc1ccc(CC(=O)Nc2ccc(NC(=O)c3ccco3)cc2)cc1OCC	2.7	-4.1	1.9	7.2	12.8	5.8	-10.5	-5.2	-1.1
CCOC(=O)N1CCC(N(CCN(C)C)C(=S)Nc2cccc(Cl)c2C)CC1	-6.2	-2.6	0.3	0.6	8.0	-5.4	23.1	4.3	-6.4
O=C(CSCc1ccccc1)NNc1c(F)c(F)cc(F)c1F	-0.6	-0.8	0.3	-0.2	-4.3	-7.0	-3.9	-14.2	1.1
COc1ccc(-c2cc3nc(C)c(C)c(N4CCN(C(=O)c5ccoc5)CC4)n3n2)cc1	-0.7	-2.1	0.5	4.2	-1.6	0.3	11.5	0.4	2.0
O=C(CCn1nc(-c2ccc(Cl)cc2)ccc1=O)N1CCN(c2ccc(F)cc2)CC1	-7.9	-1.7	1.2	3.2	-5.5	-0.7	4.1	-6.0	-2.3

One compound at a time, as listed above. Order of screens: CHRM5 agonist, M5 PAM, M1 ag parental, CHRM4 agonist, M5 antag, CHO-K1 Ca antag, CHO-K1 Ca PAM, M4 antag, CHRM4 PAM
Record of `Cc1nc(CNS(=O)(=O)c2ccc3ccccc3c2)cs1` = 2.9, -1.8, 1.1, 2.8, 6.9, 6.6, 8.1, 4.4, -9.5
Record of `CCOC(=O)N1CCC(N(CCN(C)C)C(=S)Nc2cccc(Cl)c2C)CC1` = -6.2, -2.6, 0.3, 0.6, 8.0, -5.4, 23.1, 4.3, -6.4
